HSF1 inh: HSF1 inhibition; 0.77% of 300,000 active; NIH3T3-HGL HSE-luciferase, MG132-induced, luminescence 8 h; active compounds read low; activity change, negative = inhibition, % at 7.5 µM (by protocol);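 active means more than half of replicate wells show activity change below -50%, luminescence cut by over half; inconclusive means some wells, but at most half, below -50%; inactive means no replicate well below -50%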;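 further: luciferase reports HSF-1 transcriptional activity via heat shock element; 0% = median of DMSO wells and -100% = zero luminescence signal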
IEC-6 tox: kills IEC-6 intestinal cells in KLF5 counter-screen; IEC-6 cytotoxicity, luminescence viability; inhibition, % at 5 µM; 0.78% of 290,000 active; AID 1825; in the data active means inhibition above about 22%;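 further: 0% = plate median of test compound wells and 100% = cytotoxic reference compound wells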
aSyn UTR inh: MLPCN primary screen, SNCA 5' untranslated region | AID 1813 | alpha-synuclein 5'UTR reporter, inhibitor activity | 0.82% of 300,000 active | inhibition, % (tested at 7.5 µM); in the data active means inhibition above about 60%; inconclusive means no clear call, values can overlap the other calls;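 further: H4 neuroglioblastoma cells stably carrying SNCA 5'UTR luciferase fusion; 0% = DMSO wells and 100% = positive control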
AI-2 QS modul: modulators of Vibrio harveyi AI-2 quorum sensing system. Vibrio harveyi JMH597 AI-2 luminescence/OD600 ratio, 9 h; active compounds read low; strain lacks LuxN and CqsS sensors; 0 = neutral-control median. activity change, % at 7.5 µM. 0.4% of 300,000 active; in the data active means activity change below about -75%, passing the limit was not always enough; inconclusive means no clear call, values can overlap the other calls;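 further: luminescence divided by OD600 gain over 9 h not by final OD600 alone; inactives centre near 13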
HIF activator: HIF pathway transcriptional activation; U2OS HRE-luciferase reporter, luminescence; normalized: DMSO 0%, desferrioxamine 100%; activation, % at 7.5 µM (by protocol); 0.32% of 300,000 active; AID 1910;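 active means mean activation of at least 10% of the iron chelator positive control signal, with at least half of replicates also reaching 10%; inconclusive means mean and replicate majority disagree about reaching 10%; inactive means mean and most replicates under 10%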
Platelet DG rel: modulates dense granule release in human platelets; human platelet-rich plasma, SFLLRN dense granule ATP release, luminescence; inhibition, %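 (compounds screened at 7.5 µM in platelet-rich plasma)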; 0.22% of 300,000 active; AID 1663;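 active means mean replicate score, as percent of positive control, at or above 50; inconclusive means mean below 50 but at least one replicate at or above 50; inactive means mean and every replicate below 50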
HDAC3 inhib: blocks human histone deacetylase 3; inhibition, % at 8.3 µM; recombinant HDAC3, fluorogenic peptide/trypsin coupled, fluorescence; 0.15% of 320,000 active; in the data active means inhibition above about 26%, passing the limit was not always enough; inconclusive means no clear call, values can overlap the other calls
Target sequence (O15379 whole entry, looked up): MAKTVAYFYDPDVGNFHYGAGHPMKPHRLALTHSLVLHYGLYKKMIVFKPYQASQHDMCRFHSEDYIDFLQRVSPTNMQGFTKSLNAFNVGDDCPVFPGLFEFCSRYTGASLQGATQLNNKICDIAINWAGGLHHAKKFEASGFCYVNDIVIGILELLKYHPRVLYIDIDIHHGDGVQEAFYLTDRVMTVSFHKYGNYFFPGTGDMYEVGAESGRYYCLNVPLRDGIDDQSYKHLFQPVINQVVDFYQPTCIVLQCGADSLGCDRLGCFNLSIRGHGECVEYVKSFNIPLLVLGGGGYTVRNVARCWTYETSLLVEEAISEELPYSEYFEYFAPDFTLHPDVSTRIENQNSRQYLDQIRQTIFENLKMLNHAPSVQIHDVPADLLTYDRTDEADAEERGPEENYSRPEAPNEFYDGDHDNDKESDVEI
HSP90 inh: blocks HSP90-mediated luciferase refolding in reticulocyte lysate; Rabbit reticulocyte lysate, luciferase refolding luminescence, 3 h; inhibition, % at 5.6 µM; 0.91% of 290,000 active;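 active means inhibition above the screen-wide mean plus 3 SD, computed separately per campaign, cut at about 16% in these data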;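 further: 0% = DMSO wells and 100% = 60 µM geldanamycin wells; inhibitors lower the luminescence because luciferase stays unfolded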
KLF5 inh: kruppel-like factor 5 inhibition; DLD-1 KLF5 promoter-luciferase reporter, luminescence; inhibition, % at 5 µM; 0.23% of 290,000 active; AID 1700;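 active means inhibition above a per-plate limit of that plate's mean compound inhibition plus 3 SD, cut at about 60% in these data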;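 further: 0% = DMSO wells and 100% = LY294002 at 200 µM; higher means less KLF5 promoter-driven luciferase light; inactives centre near -14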
HSF-1 act: increases HSF-1 driven luciferase reporter signal | activation, % at 9 µM | 1.7% of 300,000 active | AID 504408 | NIH3T3-HGL HSF-1 luciferase reporter, MG132, 8 h; 100% = twice DMSO control signal;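 active means mean replicate activation of at least 50% with a set share of replicates each reaching 50%; inconclusive means only one of those two conditions met; inactive means mean below 50% and too few replicates reaching it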;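 further: 0% = median of the neutral control wells and 100% = twice that signal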
* marks the source's active call; other numbers are inactive results; u = inconclusive; x = not tested or not shown.

SMILES	HSF1 inh	IEC-6 tox	aSyn UTR inh	AI-2 QS modul	HIF activator	Platelet DG rel	HDAC3 inhib	HSP90 inh	KLF5 inh	HSF-1 act
CSc1nsc(/C=C/Nc2ccc(F)cc2F)c1C#N	7	6	-26	31	-0.4	-1	0	2	0	39
COc1ccccc1N1C(=S)NC2CS(=O)(=O)CC21 (stereo unspecified)	-5	-3	-6	-10	0.0	25	1	3	-12	4
CCc1ccc(Oc2nc([N+](=O)[O-])nn2C)cc1	-1	0	4	6	-0.1	0	-12	5	2	0
COc1ccc(N(CC(=O)Nc2ccc3c(c2)OCO3)S(=O)(=O)c2c(C)nn(C)c2C)cc1	1	-8	14	22	-0.2	1	-6	-1	-27	6
Cc1oc(C)c(S(=O)(=O)NCc2cccs2)c1C(=O)O	-1	-1	-6	39	-0.2	0	-2	0	-14	-6
COc1ccc(CNC(=O)C2CCCC2)cc1	-1	x	-23	9	0.4	7	0	x	x	-7
O=C(Nc1ccc(-c2cn3ccccc3n2)cc1)c1cccs1	25	12	-129	12	1.3	-1	4	-1	-79	37
COC(=O)N1C(=O)[C@](c2ccccc2)(C2CCCCC2)N1C(=O)OC	50	5	12	15	-0.1	4	14	1	3	u
Nc1c([N+](=O)[O-])c(=O)oc2ccccc12	-4	2	8	5	0.1	-4	-6	-5	-30	-6
CC(C)=CCC12Oc3cc(O)ccc3C1(O)Oc1cc(O)c([C@H]3C=C(C)CC(c4ccc(O)cc4O)[C@H]3C(=O)c3ccc(O)cc3O)c(O)c1C2=O (stereo partly specified)	1	x	13	-65	-0.2	-4	u	x	x	11
CC(NC(=O)c1cc(=O)[nH]c2ccc(Br)cc12)c1ccccc1 (stereo unspecified)	-5	4	-34	8	-0.1	-2	6	0	-4	-11
CCCNC(=O)c1onc(CSc2ccc(Cl)cc2)c1C(=O)NCCOC	27	x	5	12	0.9	2	1	x	x	50
COCCn1c(=NC(=O)/C=C/c2ccccc2Cl)sc2cc(NC(C)=O)ccc21	11	2	-4	7	0.1	3	-9	5	8	44
NS(=O)(=O)c1ccc(CCNC(=O)NC2(C(F)(F)F)Oc3ccccc3O2)cc1	-1	12	-53	-10	-0.3	1	12	1	7	6
COc1ccc(C(CNC(=O)Cc2ccc(-c3ccccc3)cc2)N(C)C)cc1 (stereo unspecified)	-7	-3	-12	x	-0.7	1	8	4	-10	17
Cc1ccc(-c2noc(CSc3nnc(-c4ccncc4)n3-c3ccc(C)cc3)n2)cc1	8	7	15	8	-0.5	3	7	3	2	9
CCOC(=O)C1CCN(CCC(=O)Nc2ccccc2Cl)CC1	-9	6	0	8	0.0	0	-5	-1	-17	10
OC(c1ccccn1)(c1ccccn1)c1ccccn1	-7	0	38	13	0.9	1	-4	3	30	14
Cc1ccc(NC(=O)CCC(=O)O)cc1F	-3	-7	-18	28	0.1	-15	-3	0	-13	-7
COc1cc(C2Nc3ccc4ncccc4c3C3=C2C(=O)CCC3)cc(OC)c1O (stereo unspecified)	2	2	-30	14	2.8	1	3	-3	-47	8
CNC(=S)N(CCc1c(C)[nH]c2ccc(F)cc12)Cc1cccnc1	-86*	5	-4	11	-0.2	-5	x	0	-15	-89
CCCCn1c(N)c(N(CC(C)C)C(=O)CC2CCCC2)c(=O)[nH]c1=O	-6	x	5	4	-0.2	-8	-3	x	x	0
Cc1cc(NS(=O)(=O)c2ccc(NC(=O)CCc3ccccc3)cc2)no1	-13	0	5	-91*	-0.1	0	-5	1	2	-13
COC(=O)c1ccccc1NC(=O)CN(c1ccc(C)cc1)S(C)(=O)=O	9	-6	12	27	-0.9	9	3	-5	-3	7
O=C(NCCc1ccccn1)c1ccc(OC2CCN(CCc3ccccc3)CC2)cc1	0	-6	-38	17	1.0	0	-5	-4	-156	-7
CCOC(=O)/C(=C/c1ccco1)NC(=O)c1ccc(Br)o1	1	0	1	14	0.0	-4	2	1	21	10
COc1ccc(NS(=O)(=O)c2ccc(NC(=O)c3ccc(Br)cc3)cc2)nn1	-11	-5	27	33	-0.5	2	9	-3	-8	5
O=C(COc1ccccc1N1C(=O)c2ccccc2C1=O)c1ccc(Cl)cc1	11	-8	-87	-6	1.2	4	5	0	-35	9
CCc1ccc(NC(=S)NCC2CCCN2CC)cc1 (stereo unspecified)	-11	-1	19	20	0.9	5	-2	0	-20	2
Cc1ccc(S(=O)(=O)Nc2ccc(Cl)cc2)cc1NC(=O)Cn1cnc2c1c(=O)n(C)c(=O)n2C	-4	4	21	7	0.3	0	-3	1	-14	12
O=S(=O)(c1ccccc1)N1CCN(C(=S)Nc2ccc(Br)cc2)CC1	x	8	x	15	x	x	4	0	-10	x
O=C(c1ccco1)N1CCN(Cc2cn[nH]c2-c2ccc(F)cc2F)CC1	-3	-4	-6	33	-0.2	4	-1	2	-25	-2
COc1ccc(CN2C(=O)c3cccnc3C2=O)cc1S(=O)(=O)NCc1ccco1	-11	-4	-11	20	-0.1	22	-5	-3	-28	-13
CC(=O)Nc1ccc(S(=O)(=O)NC(C)c2nc(-c3ccccc3)no2)cc1 (stereo unspecified)	2	0	-3	-9	-0.3	3	1	2	-7	-1
O=c1oc2c(CN3CCOCC3)c(O)ccc2c2c1CCC2	x	-1	x	x	x	x	-350	1	-8	x
N#Cc1ccccc1-c1ccccc1C(=O)N1CCCCC1	0	7	-16	14	-0.5	1	3	-1	-37	6
O=S(=O)(c1ccccc1)N1CCN(c2ccccc2)CC1	2	10	13	17	-1.1	-3	-6	8	16	-2
COC(=O)Cn1c(=O)c(=O)n(CC(=O)OC)c2ccccc21	4	-2	17	45	-0.4	-1	-2	-2	22	4
Cc1ccc(NC(=O)[C@@H](CC(C)C)NC(=O)[C@@H]2Cc3ccccc3CN2)cc1	-3	4	-10	9	1.4	11	1	-6	-10	10
COc1ccc2c(c1OC)C(=O)N(c1ccc(C)cc1)C2=O	9	-2	-25	15	0.8	-4	0	0	-23	-6

Just HIF activator (two entries from above):
Molecule	HIF activator
COc1ccccc1N1C(=S)NC2CS(=O)(=O)CC21 (stereo unspecified)	0.0
CCc1ccc(Oc2nc([N+](=O)[O-])nn2C)cc1	-0.1

(list continues)
SMILES	HSF1 inh	IEC-6 tox	aSyn UTR inh	AI-2 QS modul	HIF activator	Platelet DG rel	HDAC3 inhib	HSP90 inh	KLF5 inh	HSF-1 act
Cc1c(Cc2ccccc2)c(=O)oc2c(C)c(OCC(=O)N3CCC(C(=O)O)CC3)ccc12	-2	3	11	20	0.2	0	-45	-3	-30	-12
C=CCNC(=O)c1scc2c1CCCC2	-10	0	17	7	-24	-6	-1	8	-9	-30
CCOc1ccccc1/C=C(/NC(=O)c1ccccc1)C(=O)N1CCCCC1	6	5	-25	18	-0.4	0	2	4	-2	4
O=C(CNC(=O)c1ccc(Cl)cc1)NC(CO)c1ccccc1 (stereo unspecified)	-2	5	-11	7	-0.3	4	-3	1	-5	-1
CCCC1N2CC3([N+](=O)[O-])CN1CC([N+](=O)[O-])(C2)C3(C)C (stereo unspecified)	-3	0	-4	21	-0.3	5	-10	0	-19	8
Cc1cc2ncn(C(=O)c3c(-c4c(Cl)cccc4Cl)noc3C)c2cc1C	1	6	8	8	-0.5	x	1	-4	1	2
CCCOC(=O)c1sc2nc3c(cc2c1N)C(=O)CCC3	7	-2	-152	13	1.8	0	-2	-3	-26	27
CCOC(=O)C1=C(CSc2nc(C)cc(C)c2C#N)OC(N)=C(C#N)C1c1cccs1 (stereo unspecified)	x	-3	x	x	x	x	7	0	13	x
O=C1CSC(=Nc2cccc([N+](=O)[O-])c2)N1	-3	-3	31	-3	-2.7	0	6	-1	-7	-3
Cc1cccc(NC(c2ccc(O)cc2)c2ccc3ccc(C)nc3c2O)n1 (stereo unspecified)	2	0	0	3	-0.3	8	0	0	-18	14
COc1ccc(-n2ncc3c2CC(C)(C)CC3NC(=O)c2cn[nH]c2)cc1 (stereo unspecified)	-4	5	1	4	-1.0	-9	5	-3	-32	-2
O=C(CNS(=O)(=O)c1ccccc1)NCC(=O)OCc1ccc(C(=O)c2ccccc2)cc1	0	-1	16	23	-0.9	-2	10	-5	-41	10
CN1C(=O)c2ccc(Oc3ccccc3)cc2C1=O	12	x	-8	2	0.0	-10	3	x	x	14
Cc1ccc(NC(=O)c2ccc(NS(=O)(=O)c3c(C)noc3C)cc2)cc1C	4	6	8	15	0.1	1	-1	3	-33	11
Nc1nc(SCC(=O)N2CCc3ccccc3C2)[nH]c(=O)c1-c1ccccc1	-13	-2	-26	14	0.8	-5	-2	4	23	12
CS(=O)(=O)NCc1nnc(SCc2ccccc2C(F)(F)F)o1	-2	0	4	29	0.0	-1	-3	-4	11	5
O=C(O)CSc1nnc(COc2ccccc2)n1-c1ccccc1	-6	-6	-1	14	-0.4	x	-3	0	-31	-1
O=C1CCN(Cc2ccc(Br)cc2)CCN1[C@H](CO)Cc1ccccc1	4	-7	12	9	-0.3	-1	-1	-4	-6	2
NS(=O)(=O)c1cccc(NC(=O)c2cc(-c3cccs3)nc3ccccc23)c1	0	3	-14	19	-0.5	-2	-1	1	-21	20
CN(Cc1ccccc1)C(=O)COC(=O)c1ccc(Cl)cc1N	6	-4	-26	17	-0.1	-7	-37	-1	-21	16
COc1ccc(C2C(C(=O)Nc3cccnc3)=C(C)Nc3nc(-c4cccs4)nn32)cc1OC (stereo unspecified)	1	6	7	15	0.2	-1	5	0	-27	4
Oc1cc2ccccc2cc1-c1n[nH]c(=S)n1Cc1ccco1	3	-1	-9	27	-0.2	18	0	5	11	18
COc1ccc(CCNc2nc3ccc(C)cc3n3cnnc23)cc1OC	-4	0	-14	9	-1.5	-5	-3	-4	-32	-3
CCOC(=O)c1sc2nc(C)nc(Nc3ccc(OC)cc3)c2c1C	0	8	-16	27	-1.3	8	-10	-1	-20	-11
COC(=O)CN1C(=O)CC(C)(C)Sc2ccccc21	-1	2	-18	-2	0.6	-14	-9	1	14	11
Cn1nnc2c[n+](CC(=O)c3ccc(Cl)cc3)cc(Br)c21	8	0	-1	12	0.2	0	-1	-3	-26	12
COc1cc2c(cc1OC)CN(C(=O)c1cccc(S(=O)(=O)N(C)C)c1)CC2	-3	7	17	30	-0.1	3	-6	5	12	-1
COc1cc(OC)cc(C(=O)Nc2ccc3c(c2)OCCO3)c1	15	15	-123	15	3.8	47	6	-1	-91	28
Cc1cc(CNC(=O)c2cccc([N+](=O)[O-])c2C)c2ccccc2n1	-9	5	-10	9	-1.1	5	1	-1	3	23
O=C(Nc1ccc(Cl)c(C(F)(F)F)c1)C1CCCN(S(=O)(=O)c2cnc[nH]2)C1 (stereo unspecified)	4	-1	-24	-12	-0.2	-10	6	-2	-7	31
Cc1cccc(C(=O)NN(C)c2nc(-c3ccccc3)nnc2C(F)(F)F)c1	-10	0	-11	4	-0.4	4	-2	0	11	-3
CCN(CC)CCNC(=S)Nc1ccc(F)cc1	-9	2	-1	21	-0.2	2	2	4	23	-5

Screening results from PubChem.
